# Screening results from PubChem.
# Mm-Cpn inhibitor: inhibitors of Methanococcus maripaludis chaperonin (MmCpn); purified Mm-Cpn ATPase, ADP Transcreener TR-FRET; Potency, µM (series often up to 76.9 µM), for the others: top-dose activity, negative = inhibition, hits mostly inhibitors; hit rate 0.031% among 330,000; AID 504842; further: potency means the concentration at half of the fitted maximal effect; on the % scale 0 is the no-effect control and ±100 the full control effect; nearly all actives have a fitted effect of over 80% in size
#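 Compound-treated chaperonin, 25 nM final, turns over 10 uM ATP at 37°C for 30 min following a 10 min preincubation; ADP generated competes with ADP-d2 for Eu-cryptate antibody, lowering FRET.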
# CCT modulator: modulators of cytosolic chaperonin (CCT/TRiC) activity | hit rate 0.3% among 360,000 | activity change, % (test concentration not listed), hits read low | purified chaperonin ATPase assay, HTRF ADP detection, 30 min | AID 651819; in the data active means activity change below about -30%; further: on the % scale 0 is the no-effect control and ±100 the full control effect
#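 TRiC (40 or 20 nM final, by batch activity) in 30 mM Tris pH 7.4, 100 mM KCl, 5 mM MgCl2, 1 mM DTT was treated with compound at 76 uM single dose, then 10 uM ATP, 30 min at 37 °C. ADP was read by HTRF Transcreener.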
# Akt phos inh: inhibitors of Akt phosphorylation; Neuro2A IGF-stimulated pAkt S473 HTRF, 20 min; stronger effect = lower value; activity change, % for hits at 50 µM; hit rate 0.32% among 360,000; in the data active means activity change below about -80%; inconclusive means mostly about -51% to -80%; further: on the % scale 0 is the no-effect control and ±100 the full control effect
#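 Neuro2A cells in DMEM with 0.5% FBS, overnight at 37 deg C, given compound at single 50 µM final, then IGF (6 nM final) for 20 min at 37 deg C. Lysed; phospho-Akt Ser473 by HTRF after 24 h, 665/615 ratio.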
# TGFb SMAD3 inh: TGF-b pathway inhibition | AID 588855 | Potency, µM (series often up to 46.1 µM), without a hit: at the top dose activity, negative = inhibition, usual class: inhibitors | hit rate 1.2% among 410,000 | HepG2 CAGA-GFP TGF-b/SMAD3 reporter, GFP fluorescence, 18 h; TGF-beta stimulated, 500 pg/mL final; further: potency means the concentration at half of the fitted maximal effect; on the % scale 0 is the no-effect control and ±100 the full control effect; nearly all actives have a fitted effect of over 65% in size
#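 HEPG2 CAGA-GFP cells (1000/well, DMEM with 1% FBS) were pre-incubated 2 h at 37 degrees C, given compound by pin tool, then stimulated with TGF-beta at 500 pg/mL final for 18 h before per-cell GFP fluorescence imaging.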
# Nrf2 block: inhibitors of Nrf2 signaling; A549 ARE-Fluc reporter, luciferase luminescence, 18-24 h; Potency, µM (top dose mostly 46 µM), for the others: top-dose activity change, negative = inhibition, actives largely listed as inhibitors; hit rate 2.1% among 360,000; further: potency means the concentration at half of the fitted maximal effect; on the % scale 0 is the no-effect control and ±100 the full control effect; nearly all actives have a fitted effect of over 60% in size
#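 A549 ARE_Fluc cells, 5000/well, 5% FBS OPTI-MEM; compounds in dose-response, 18-24 h at 37 °C/5% CO2; CellTiter-Fluor viability read (Ex 405/Em 525), then BugLite luciferase luminescence = Nrf2 activity.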
# Abeta rescue: compounds reversing amyloid beta toxicity in yeast | yeast expressing A-beta42, growth rescue, OD600, 48 h; response scale: 0% DMSO, 100% iron-clioquinol control | Potency, µM (top dose mostly 46.1 µM), for inactives: at the top dose growth rescue, hits mostly activators | hit rate 0.063% among 410,000 | AID 1347071; further: potency means the concentration at half of the fitted maximal effect; nearly all actives have a fitted effect of over 55% in size
#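 Yeast A-beta toxicity model in growth medium with pinned compounds, 48 h at 30 C; growth read as absorbance at 600 nm. Normalized to FeCl3/clioquinol equimolar mix (positive) and DMSO (negative).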
# A549 viability: A549 cytotoxicity, counter-screen for Nrf2 inhibitors; A549 ARE-Fluc cells, CellTiter-Fluor viability, 18-24 h; Potency, µM (doses to about 46 µM), inactives show at the highest dose activity change, negative = cytotoxicity, usual class: inhibitors; hit rate 0.16% among 390,000; further: potency means the concentration at half of the fitted maximal effect; on the % scale 0 is the no-effect control and ±100 the full control effect
#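 A549 ARE_Fluc cells in 5% FBS OPTI-MEM were exposed to compounds in concentration-response for 18-24 h at 37 deg C. Viability was read by CellTiter-Fluor fluorescence (Ex 405/Em 525) after 30 min, before the luciferase read.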
# Nrf2 activator: activates Nrf2 signaling; AREc32 ARE-luciferase reporter (MCF7-derived line), luminescence, 24 h; Potency, µM (series often up to 46.1 µM), for the others: at the top dose activation, hits mostly activators; AID 624171; hit rate 0.31% among 410,000; further: potency means the concentration at half of the fitted maximal effect; % of control where 0% means no effect; nearly all actives have a fitted effect of over 65% in size
#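 For detection, Steady-Glo was added and plates sat 30 min at RT; before that, AREc32_Fluc cells grown overnight in OPTI-MEM/5% FBS had been treated with 23 nL compound for 24 hr at 37 deg C.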
# HepG2 tox: kills HepG2 cells in TGF-b inhibitor counter-screen. hit rate 0.76% among 410,000. Potency, µM (highest dose often 46.1 µM), for inactives: top-dose activity change, negative = cytotoxicity, usual class: cytotoxic. AID 588856. HepG2 CAGA-GFP viability, ATP luminescence, 18 h; further: potency means the concentration at half of the fitted maximal effect; some results filed as inactive show a strong effect at the top dose
#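 HepG2 CAGA-GFP cells (1000/well, DMEM with 1% FBS) received compound, then TGF-beta at 500 pg/mL final, and were incubated 18 hours at 37 degrees C. Viability was read by CellTiter-Glo luminescence. Media-only wells were set as complete cell-killing and DMSO as no toxicity.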
# The depositor's hits bear a star; i = inactive; ? = inconclusive; · = not tested or not shown; & = joins results of further samples. Unless noted, the call rests on the fitted dose curve; in most records, active means well fitted curve in the direction sought with a large enough effect; inconclusive means small, poorly fitted or top-dose-only effect, or another doubt; inactive means no such curve, though single readings can be large; an effect the other way counts as inactive or inconclusive. The order is random, and some 4.3% of all compounds hit somewhere here.
SMILES,Mm-Cpn inhibitor,CCT modulator,Akt phos inh,TGFb SMAD3 inh,Nrf2 block,Abeta rescue,A549 viability,Nrf2 activator,HepG2 tox
C[C@@H]1CN([C@@H](C)CO)S(=O)(=O)c2ccc(Br)cc2O[C@H]1CN(C)C(=O)c1ccccc1,·,1.5,i,-14%,·,-9%,·,-1.5%,-2%
COc1ccccc1Cc1nc2ccccc2nc1SCC(=O)N1CCc2ccccc21,·,·,·,5%,·,8%,-9%,5.0%,-5%
COc1ccc(C(=O)NC(C)CCc2ccccc2)c(O)c1 (stereo not drawn),6%,0.3,i,?,4%,-1%,0%,4.0%,-6%
CCCC(=O)NC(c1ccco1)c1cc(Cl)c2cccnc2c1O (stereo not drawn),2%,0.7,i,-3%,?,-30%,?,0.9%,-17%
CCN(CC)S(=O)(=O)c1ccc(C(=O)NCCN2C(=O)S/C(=C\c3cccnc3)C2=O)cc1,0%,-0.9,i,-7%,11%,-14%,17%,4.6%,-12%
COc1ccc(CN2C(=O)C(CC(=O)NC3CC3)CC(C(=O)N3CCOCC3)=C2C)cc1 (stereo not drawn),·,0.5,i,26%,·,-17%,·,-0.1%,7%
CN(C)c1ccc(C=NN2C(=O)CSC2=S)c(Cl)c1,·,-1.3,i,10%,·,15%,·,1.1%,-7%
COc1cc(OC)cc(C(=O)N2CCN(c3ncccn3)CC2)c1,4%,-1.7,i,-11%,0%,9%,-2%,-0.2%,-3%
Nc1c(N(CCC2=CCCCC2)C(=O)Cc2ccccc2F)c(=O)[nH]c(=O)n1Cc1ccccc1,-2%,0.6,i,-7%,-14%,-2%,-10%,0.4%,-3%
CC(=O)C1C(c2ccc(OC(F)F)cc2)NC(=O)NC1(O)C(F)(F)F (stereo not drawn),1%,-2.7,i,4%,0%,6%,-7%,-0.1%,1%
CC(C)c1nccn1S(=O)(=O)c1cc([N+](=O)[O-])ccc1Cl,0%,-2.0,i,5%,-8%,-15%,-1%,-0.3%,1%
COc1cc(CCC(=O)Nc2ccncc2Cl)cc(OC)c1OC,-1%,1.2,i,9%,-8%,7%,-1%,-1.0%,-4%
CC(C)C[C@H](NC(=O)OC(C)(C)C)C(=O)N[C@@H](CO)[C@H](O)[C@@H]1C[C@@H]1C(=O)N1CCCC1,-2%,-7.3,i,12%,-4%,22%,-8%,-0.3%,8%
CC(=O)N1CCc2cc(S(=O)(=O)NCCC(=O)NC3CCCCCC3)ccc21,0%,-1.6,i,-16%,8%,11%,0%,-0.2%,9%
CC(C)(C)NC(=O)C(c1ccncc1)N(C(=O)Cn1nnc(-c2cccs2)n1)C1CCCCC1 (stereo not drawn),0%,-2.7,i,-16%,3%,10%,-7%,-0.7%,-8%

# Part of the list above with just Mm-Cpn inhibitor, CCT modulator and Akt phos inh:
compound	Mm-Cpn inhibitor	CCT modulator	Akt phos inh
COc1ccc(CN2C(=O)C(CC(=O)NC3CC3)CC(C(=O)N3CCOCC3)=C2C)cc1 (stereo not drawn)	·	0.5	i
CCCC(=O)NC(c1ccco1)c1cc(Cl)c2cccnc2c1O (stereo not drawn)	2%	0.7	i

# Complete entries from above. Values in the order: Mm-Cpn inhibitor	CCT modulator	Akt phos inh	TGFb SMAD3 inh	Nrf2 block	Abeta rescue	A549 viability	Nrf2 activator	HepG2 tox
# CCCC(=O)NC(c1ccco1)c1cc(Cl)c2cccnc2c1O (stereo not drawn) reads 2%	0.7	i	-3%	?	-30%	?	0.9%	-17%
# COc1ccc(C(=O)NC(C)CCc2ccccc2)c(O)c1 (stereo not drawn) reads 6%	0.3	i	?	4%	-1%	0%	4.0%	-6%

# The list goes on.
SMILES,Mm-Cpn inhibitor,CCT modulator,Akt phos inh,TGFb SMAD3 inh,Nrf2 block,Abeta rescue,A549 viability,Nrf2 activator,HepG2 tox
COc1ccc(C)cc1NC(=O)CSc1nc(=O)n(CCCN2CCOCC2)c2c1CCCC2,1%,-2.0,i,-1%,-11%,13%,-6%,0.2%,1%
CC(C)(C)c1ccc(C(=O)Nc2ccc(-c3nc4ccccc4o3)c(O)c2)cc1,·,·,·,-2%,4%,0%,7%,0.1%,18%
COc1ccc(N2C[C@H](CSC)[C@@H](CC(=O)Nc3ccc(Br)cc3)C2=O)cc1,·,-0.9,i,-28%,·,-3%,·,5.4%,-56%
Cc1ccc(C)c(Sc2ccc(NC(=O)CCl)cc2)c1,0%,0.1,i,?,7%,-22%,0%,?,-119%
CCCCc1nc2n[nH]c(N)c2c2c1CCC2,-1%,3.1,i,15%,·,1%,-1%,0.0%,-3%
O=C(c1cc(-c2ccc(F)cc2)on1)N1CCCC1,2%,-3.1,i,1%,?,1%,0%,-0.7%,-17%
Cc1ccc(NC(=O)NC(=O)N(C(C)C)S(=O)(=O)c2ccc(C)cc2)cc1,-1%,-0.9,i,-9%,12%,9%,2%,0.0%,3%
C[C@H](CO)N1C[C@H](C)[C@@H](CN(C)S(=O)(=O)c2ccc(F)cc2)Oc2ccc(NC(=O)Cc3cn(C)c4ccccc34)cc2C1=O,-8%,-2.8,i,-7%,-18%,-4%,-5%,4.0%,0%
Cc1ccccc1NC(=O)C(=O)NC(C)CCc1ccccc1 (stereo not drawn),-15%,-1.1,i,-10%,9%,27%,17%,0.0%,-4%
O=C(COc1ccccc1)Nc1sc2c(c1C(=O)Nc1ccccc1Cl)CCCCC2,·,·,·,-12%,-19%,12%,1%,0.1%,8%
CCc1ccc(CN2CC(C(=O)O)CC2=O)cc1 (stereo not drawn),4%,-0.3,i,1%,3%,-16%,16%,0.1%,-1%
O=C(CSc1n[nH]c(-c2ccccc2)n1)N1CCN(c2ccc(F)cc2)CC1,·,·,·,19%,·,14%,1%,-0.3%,7%
COc1ccc(Nc2cc(C)nc(N3CCN(C(=O)c4ccc5c(c4)OCO5)CC3)n2)cc1,1%,-2.3,i,-1%,-2%,-1%,-3%,-0.8%,-3%
O=C(COC(=O)c1cncc(Br)c1)NC1CCCCCC1,-8%,-0.4,i,-10%,-1%,7%,1%,-0.2%,-12%
CC(Cc1cccs1)NC(=S)Nc1ccc(Cl)c(Cl)c1 (stereo not drawn),3%,-3.5,i,?,?,11µM*,4%,0.0%,-28%
O=C1COc2ccc(C(=O)C[n+]3cccc(O)c3)cc2N1,-2%,-2.0,i,-5%,6%,4%,-1%,-0.3%,-17%
CCC1CCCCN1C(=O)Cn1c(=O)n(CCCCCC(=O)NCc2ccc(F)cc2)c(=O)c2sccc21 (stereo not drawn),·,·,·,-12%,-1%,-8%,-5%,-0.6%,-20%
Cc1c(Cl)c(C(F)F)nn1CC(=O)NC1C(=O)N2C(C(=O)O)=C(CSc3nnnn3C)CSC12 (stereo not drawn),0%,-0.5,i,20%,-3%,-4%,-9%,0.2%,11%
O=C(NCC1CCCO1)c1cccc(NC(=O)c2cccs2)c1 (stereo not drawn),0%,-0.5,i,-14%,2%,33%,-3%,12%,8%
O=C(NCc1ccccn1)c1cn(-c2ccccc2)nc1-c1ccc(Cl)cc1,2%,1.7,i,-15%,-3%,3%,2%,2.2%,0%
COc1ccc(N(CC(=O)NCCc2cccc(C)c2)S(=O)(=O)c2c(C)noc2C)cc1,-2%,0.4,i,?,?,7%&3%,0%&-1%,0.4%&0.0%,-19%&-19%
CC(=O)c1ccc(NC(=S)N(Cc2ccccc2)C(C)C2CC2)cc1 (stereo not drawn),-3%,0.4,i,-17%,4%,?,-2%,3.6%,4%
CCC(CC)C(=O)c1c[nH]c(C(=O)NCc2ccccn2)c1,2%,3.6,i,4%,4%,-19%,3%,-0.6%,17%
CC1CCC(NC(=O)c2cc3c(Cl)nc4ccccc4c3s2)CC1 (stereo not drawn),·,·,·,?,13%,2%,1%,0.2%,2%
COc1cc2c(cc1NC(=O)COC(=O)[C@@H](NC(=O)c1ccccc1)C(C)C)oc1ccccc12,-18%,-1.4,i,9%,8%,20%,-5%,6.9%,-8%
O=C1N/C(=C\c2ccc(O)cc2)C(O)=C1C=NCc1ccccc1,-1%,0.9,i,-28%,?,29%,-28%,13%,-10%
O=C(CCc1ccccc1)NNC(=O)Nc1ccc(Br)cc1,0%,-0.4,i,-3%,13%,-2%,1%,-0.3%,4%
COc1ccc(Nc2ncnc3sccc23)c(OC)c1,1%,1.7,i,2%,16%,3%,2%,0.4%,-81%
COCCN1C(=O)N[C@@H](c2cccc(C(F)(F)F)c2)[C@@H](C(=O)OC)[C@H]1C,·,-1.0,i,12%,6%,9%,2%,0.3%,0%
O=C(Nc1nc(-c2ccccn2)cs1)c1ccc([N+](=O)[O-])o1,0%,-1.0,i,8.9µM*,5%,-6%,-6%,11µM*,-58%
COc1ccc(S(=O)(=O)N(C)C)cc1NC(=O)c1ccc(OCC2CCCO2)cc1 (stereo not drawn),·,-0.4,i,-13%,·,-8%,·,-1.1%,-14%
CC(C)c1ccc(/C=C2\SC(N3CCOCC3)=NC2=O)cc1,-1%,1.0,i,-11%,-1%,7%,-2%,3.2%,-9%
O=C(NCc1ccccc1Cl)c1ccc(CSCc2ccccc2Cl)o1,·,·,·,?,·,-11%,-2%,0.9%,-22%
O=c1[nH]c(SCc2ccc(Br)cc2)nc2c1CCCC2,·,·,·,9%,22%,10%,-4%,0.7%,6%
COc1ccc(-c2csc(NC(=O)CSCC(=O)Nc3cc(C)on3)n2)c(OC)c1,?,1.2,i,-11%,-3%,-4%,-2%,7.1%,4%
CC(C)/C=C/CN1CCCC(N2CCN(c3cccc(Cl)c3)CC2)C1 (stereo not drawn),-2%,-2.0,i,4%,17%,8%,0%,0.0%,-44%
